NOD2 RIPK2 PPI: blocks binding of human NOD2 to RIPK2 | CHO BLA complementation NOD2-RIPK2, CCF4 ratio | inhibition, % at 4.98 µM | O43353 | 360,000 compounds, 0.38% hits | AID 624267; in the data active = inhibition above about 21%;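 note: 0% = vehicle only and 100% = reference blocker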
SRC2 inh: inhibits human steroid receptor coactivator 2; Q15596; inhibition, % at 9 µM; AID 651957; HEK293 GAL4-SRC2 luciferase reporter, luminescence; 370,000 compounds, 0.17% hits;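 active = inhibition above the mean inhibition of all tested compounds plus 3 SD, set per campaign, cut at about 52% in these data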;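 note: 0% = DMSO treated cells and 100% = cells given Gossypol at 36 µM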
EBV LMP1 NFkB: reduces LMP1-driven NF-kappaB luciferase signal | inhibition, % at 12.5 µM | LMP1-induced NF-kappaB luciferase reporter cells, luminescence | 350,000 compounds, 0.69% hits; in the data active = inhibition above about 41%;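 note: 0% = neutral control wells and 100% = reference inhibitor control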
C8 TRAIL sens: caspase-8 TRAIL sensitization | NB7+C8 cells + TRAIL, ATPlite viability luminescence | inhibition (viability loss, TRAIL sensitization), % at 10 µM | 360,000 compounds, 1% hits | AID 624354;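 active = compounds causing at least 50% loss of cell viability in the single-dose screen, relative to plate controls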
TROY signal inh: blocks TROY-dependent signaling in reporter cells; Q293 LMP1-TROYcd NF-kB luciferase reporter, 4 h; inhibition, % at 10 µM; 360,000 compounds, 0.98% hits; AID 1347056;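 active = compounds whose plate-normalised and pattern-corrected inhibition of the luciferase reporter signal at the single screening dose is 50% or more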
TWEAK-Fn14 inh: TWEAK-Fn14 signaling inhibition; TWEAK-stimulated Fn14 reporter cells, luciferase luminescence, 8 h; inhibition, % at 10 µM; AID 1159606; 360,000 compounds, 2% hits; in the data active = inhibition above about 50%
NR5A2 inv ag: NR5A2 inverse agonism in reporter assay. O00482. HEK293T StAR-luciferase reporter, LRH-1 transfected, 24 h. inhibition, % at 3.6 µM. 360,000 compounds, 0.13% hits;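 active = inhibition above the mean inhibition of all tested compounds plus 3 SD, cut at about 73% in these data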;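 note: 0% = DMSO wells and 100% = reporter-only cells lacking LRH-1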
NR2F2 inh: inhibitors of human COUP-TFII (NR2F2); P24468; HEK293T NGFI-A luciferase reporter, luminescence; inhibition, % at 8.6 µM; 370,000 compounds, 0.7% hits;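 active = inhibition above a per-plate cutoff, mean inhibition of test wells between control levels plus 3 SD, cut at about 38% in these data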;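 note: cells cotransfected with COUP-TFII expression vector driving the NGFI-A reporter; 0% = median of COUP-TF2 test wells and 100% = reporter-only cells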
NCOA3 inh: human NCOA3 inhibition; Q9Y6Q9; HEK293 GAL4-SRC3 luciferase reporter, luminescence; inhibition, % at 3.6 µM; 360,000 compounds, 0.17% hits; AID 588352;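 active = inhibition above a per-campaign cutoff, the mean of all compounds plus 3 SD, cut at about 60% in these data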;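 note: 0% = DMSO-treated cells and 100% = gossypol-treated cells at 36 µM; higher means less SRC3-driven luciferase light from the GAL4 reporter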
TLR9-MyD88 inh: inhibitors of human TLR9-MyD88 binding. Q9NR96+Q99836. inhibition, % at 4.98 µM. 340,000 compounds, 0.21% hits. CHO BLA complementation TLR9-MyD88, CCF4 FRET ratio;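 active = inhibition above the mean over all tested compounds plus 3 SD, cut at about 21% in these data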;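 note: 0% = DMSO only wells and 100% = clavulanate BLA inhibitor control wells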
NCOA1 inh: human NCOA1 inhibition. HEK293 GAL4-SRC1 luciferase reporter, luminescence. inhibition, % at 3.6 µM. 360,000 compounds, 0.12% hits. AID 588354;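 active = inhibition above the campaign mean plus 3 SD, with each screening campaign given its own cutoff, cut at about 60% in these data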;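 note: 0% = DMSO treated cells and 100% = gossypol at 36 µM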
Target sequence (Q15788 whole entry, looked up, the tested form may be a part): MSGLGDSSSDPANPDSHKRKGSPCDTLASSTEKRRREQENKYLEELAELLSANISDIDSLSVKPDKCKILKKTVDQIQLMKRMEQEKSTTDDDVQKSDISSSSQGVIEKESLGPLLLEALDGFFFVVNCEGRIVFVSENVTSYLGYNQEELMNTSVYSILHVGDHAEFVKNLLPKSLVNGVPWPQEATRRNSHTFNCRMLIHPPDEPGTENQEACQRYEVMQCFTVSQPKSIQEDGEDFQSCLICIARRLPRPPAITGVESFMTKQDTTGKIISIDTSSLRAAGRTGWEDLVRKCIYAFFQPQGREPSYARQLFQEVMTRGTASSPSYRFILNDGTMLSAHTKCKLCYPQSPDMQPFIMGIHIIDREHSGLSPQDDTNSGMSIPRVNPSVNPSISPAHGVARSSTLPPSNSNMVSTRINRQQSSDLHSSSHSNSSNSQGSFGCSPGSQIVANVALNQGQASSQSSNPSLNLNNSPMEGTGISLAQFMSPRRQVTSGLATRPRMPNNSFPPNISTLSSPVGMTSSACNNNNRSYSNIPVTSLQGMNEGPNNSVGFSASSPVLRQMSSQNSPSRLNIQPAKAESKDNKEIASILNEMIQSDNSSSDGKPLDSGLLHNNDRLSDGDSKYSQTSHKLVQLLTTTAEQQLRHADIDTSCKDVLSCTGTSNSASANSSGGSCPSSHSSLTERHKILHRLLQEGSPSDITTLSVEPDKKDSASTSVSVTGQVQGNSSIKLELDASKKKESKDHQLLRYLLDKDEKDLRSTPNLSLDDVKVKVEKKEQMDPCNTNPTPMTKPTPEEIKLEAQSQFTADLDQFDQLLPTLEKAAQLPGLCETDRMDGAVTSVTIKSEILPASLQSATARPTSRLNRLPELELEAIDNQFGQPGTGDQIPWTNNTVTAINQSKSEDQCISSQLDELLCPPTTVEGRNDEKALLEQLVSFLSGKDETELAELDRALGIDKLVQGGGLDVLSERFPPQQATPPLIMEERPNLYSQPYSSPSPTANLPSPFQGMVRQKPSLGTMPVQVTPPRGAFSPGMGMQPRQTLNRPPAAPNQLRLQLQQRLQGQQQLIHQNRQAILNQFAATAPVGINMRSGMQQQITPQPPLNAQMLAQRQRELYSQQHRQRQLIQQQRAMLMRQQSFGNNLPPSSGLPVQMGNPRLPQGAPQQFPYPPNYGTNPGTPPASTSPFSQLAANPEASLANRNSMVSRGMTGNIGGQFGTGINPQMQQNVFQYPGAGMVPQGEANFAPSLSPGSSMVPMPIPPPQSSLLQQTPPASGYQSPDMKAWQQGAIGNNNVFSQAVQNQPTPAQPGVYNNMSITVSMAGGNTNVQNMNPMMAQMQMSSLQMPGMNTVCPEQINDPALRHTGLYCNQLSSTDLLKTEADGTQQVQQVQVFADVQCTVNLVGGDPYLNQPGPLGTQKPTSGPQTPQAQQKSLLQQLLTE
Numbers without * were called inactive; · = no result given.

SMILES	NOD2 RIPK2 PPI	SRC2 inh	EBV LMP1 NFkB	C8 TRAIL sens	TROY signal inh	TWEAK-Fn14 inh	NR5A2 inv ag	NR2F2 inh	NCOA3 inh	TLR9-MyD88 inh	NCOA1 inh
Cn1c(-c2sc3cc(C(F)(F)F)cnc3c2-c2cccs2)n[nH]c1=S	-9	-17	-2	0	14	-13	-7	-16	10	-12	-7
N#CCCN(C(=O)c1ccc2c(=O)n3c(nc2c1)CCCCC3)c1ccccc1	-6	-5	-2	-12	5	5	-10	-19	-9	-8	-5
Cc1ccc(S(=O)(=O)N(C)c2ccc(C(=O)NC3CCCCC3)cc2)cc1	-5	-13	-3	23	-18	-21	-17	-15	2	-2	0
CCCCNC(=S)Nc1ccc(OC)nc1	12	-16	-1	5	-30	-1	-19	-24	-2	-7	3
CCCN1C(=O)C(O)(C2CC(=O)CC(C)(C)O2)c2ccccc21 (stereo unspecified)	-1	-17	1	-11	-5	5	-10	-14	7	-3	8
N#C/C(=C(/O)c1cccc(F)c1)c1nc2ccccc2s1	-2	-29	-14	-3	-24	10	-44	-3	-38	-1	-27
COc1ccccc1CN1CCNC(=O)C1CC(=O)NCCC1=CCCCC1 (stereo unspecified)	2	-1	3	2	3	12	7	-25	-2	-1	7
Cc1cc(SCC(=O)NC2CC2)nc2ccccc12	-2	-12	1	-5	-1	-12	-4	-10	28	1	-14
COc1cc(C(=O)Nc2ccc(N3CCN(C(=O)c4ccc(C)cc4)CC3)cc2)cc(OC)c1OC	9	-20	2	36	4	7	-20	-8	-14	-13	8
CCCS(=O)(=O)NC(=O)C1(C)CCCN(C(=O)c2cccc(OC(F)(F)F)c2)C1 (stereo unspecified)	-9	8	·	9	13	5	19	4	2	·	2
O=C(Nc1nccs1)C1CC2CCC1C2 (stereo unspecified)	-8	2	-9	-7	-12	-8	7	8	3	-5	10
CC(C)CCCC(C)NS(=O)(=O)Cc1ccccc1 (stereo unspecified)	-1	-11	1	2	8	-3	15	12	4	3	-1
CCOCCCN1CN(Cc2ccccc2)CNC1=S	-7	-8	2	-11	4	8	31	-5	3	-1	6
CCC(NC(=O)c1ccccc1NC(=O)c1ccco1)C(=O)NNC(=O)c1ccncc1 (stereo unspecified)	-3	4	·	-11	-5	-4	11	-4	3	·	-40
Cc1cccc(C)c1NC1=NC2(CCCCC2)N=C(N)N1	-10	-24	-6	-13	-12	9	6	-12	1	-4	-25
Cc1cccc(-c2cc(C(=O)N3CCCc4ccccc43)c3ccccc3n2)c1	-1	19	8	10	-27	12	-21	-7	-2	4	-7
CC(C)CN(C(=O)C1CCC1)c1c(N)n(Cc2ccccc2)c(=O)[nH]c1=O	4	-20	3	-9	15	3	12	8	19	-4	-4
COc1ccc(S(=O)(=O)N(C)C[C@H]2Oc3ccc(NC(=O)Cc4ccccc4)cc3C(=O)N([C@H](C)CO)C[C@@H]2C)cc1	3	-15	-5	-10	4	-4	18	7	-5	-1	-4
Nc1c(-c2ccccc2)cnn1-c1cccc(Cl)c1	-3	-55	-38	36	-31	-17	-124	-54	-98	-5	-91
COc1ccc(S(=O)(=O)NCC(=O)Nc2ccc(F)cc2)cc1	-10	7	2	11	-5	-8	-23	-5	-2	-1	5
CC(=O)Nc1nc2c(s1)CCc1ccccc1-2	1	1	-4	2	-15	57*	3	-17	-20	12	-5
Cc1cc(C)cc(NC(=O)N2CCC(c3nc4ccccc4o3)CC2)c1	2	0	9	10	-11	-20	16	27	-1	-7	-31
CCOC(=O)c1c(C)n(C(=O)c2ccco2)c(=O)n1C(=O)c1ccco1	-1	-6	14	0	11	29	0	-3	-3	-1	1
CCN(c1cccc(C)c1)S(=O)(=O)c1ccc(OC)c([N+](=O)[O-])c1	-3	-14	5	7	0	3	11	1	14	-7	-13
O=C(N=Nc1c(O)[nH]c2ccc(Cl)cc12)c1cc(-c2cccs2)nc2ccccc12	-12	-6	1	2	7	-50	14	-1	7	-6	-13
NCCCn1c(C(=O)c2ccc(Cl)cc2)c2ccc(C(F)(F)F)cc2[n+]1[O-]	-5	-3	-6	-1	16	-20	2	-2	-14	-5	-8
CC(=O)c1c(C)[nH]c(C(=O)OCC(=O)Nc2nnc(-c3ccccc3)o2)c1C	-10	-11	-2	8	5	2	-27	-18	-4	-2	-2
Cc1cc(C)c(O)c(-c2n[nH]c3c2C(c2cccc(O)c2)N(Cc2ccco2)C3=O)c1 (stereo unspecified)	-7	14	-6	-2	60*	17	-1	1	-17	-2	5
CN(CCNC(=O)C1CCC(=O)N(Cc2ccc(Cl)cc2)C1)CCc1ccccc1 (stereo unspecified)	0	-10	-8	-15	-15	5	11	-7	10	-22	-13
CCOc1ccc(C2C(C(=O)OC)=C(C)N=C3SCCC(=O)N32)cc1OCC (stereo unspecified)	-12	2	7	28	-15	-9	-14	9	-74	-2	-2
O=C(NNS(=O)(=O)c1ccccc1)C1CCN(S(=O)(=O)c2ccccc2)CC1	-17	6	-2	-34	-11	9	-2	5	1	-8	-6
O=C(O)C1C(c2ccccc2)C(C(=O)Oc2ccc(O)cc2)C1c1ccccc1 (stereo unspecified)	-10	-24	2	-10	-6	-9	4	0	-11	-2	-7
Cc1[nH]n2c(=O)c3c(nc2c1-c1ccccc1)CCCC3	-5	13	4	28	7	0	19	-2	10	6	0
COCCCNC(=O)c1ccc2sc([C@@H]3O[C@H](CO)[C@H](O)[C@H](O)[C@H]3O)nc2c1	-9	-11	·	-3	9	-1	-1	1	16	·	-4
CC(C)(C)OC(=O)NCc1ccc(NC(=O)c2nc[nH]c2C(=O)NCCN(CCNC(=O)c2[nH]cnc2C(=O)Nc2ccc(CNC(=O)OC(C)(C)C)cc2)CCNC(=O)c2[nH]cnc2C(=O)Nc2ccc(CNC(=O)OC(C)(C)C)cc2)cc1	-8	-22	5	-3	1	-28	-1	-1	4	-3	-7
CCCn1c(SCC(=O)NC(=O)NCc2ccccc2)n[nH]c1=O	-8	2	3	10	3	2	-16	1	-1	3	-3
O=C(CCl)NCCN1C(=O)S/C(=C\c2cccnc2)C1=O	1	-10	6	10	-4	0	47	3	8	3	1
CCOc1ccccc1NC(=O)CN(c1ccc(OC)cc1)S(=O)(=O)c1c(C)noc1C	6	20	2	8	6	10	16	-9	6	0	-1
Cc1ccc(NC(=O)CCNS(=O)(=O)c2ccc3c(c2)oc(=O)n3C)c(C)c1	2	·	1	-10	-2	-9	-9	·	-3	-8	3
CCOc1cc(N2CCOCC2)c(OCC)cc1NC(=O)c1ccccc1N1CCCC1=O	3	4	6	5	-5	15	16	1	-15	4	-12
CC(C)(C)c1ccc2c(c1)OC(C(=O)N/N=C\c1ccc(-c3cccc(C(=O)O)c3)o1)CO2 (stereo unspecified)	-4	-30	-8	-11	-50	-35	-54	-7	-4	-8	-19
CS(=O)(=O)c1ccc(-c2sc3ccccc3c2C#CCCO)cc1	3	10	-19	17	5	-1	17	7	-21	-18	-5
Nc1ccc(C(=O)OCC(=O)c2cccc([N+](=O)[O-])c2)cc1	-2	9	0	-8	-4	-22	7	-5	7	-2	-36
Cc1ccccc1OCc1nc(-c2ccccc2)no1	-3	-30	-43	2	-66	-47	-57	-21	-73	-6	-85
Cc1cc(Cl)c2cc3ccccc3cc2n1	-2	27	4	-3	1	-2	-22	10	21	-8	14
Cc1ccc(-n2c(N)c(C(=O)N3CCCCC3)sc2=S)cc1	2	2	-4	-9	-16	-19	-25	-7	-24	1	-14
CC[n+]1c(-c2ccccc2)csc1Nc1c(C)n(C)n(-c2ccccc2)c1=O	-20	-5	6	10	0	7	-13	0	14	-17	0
CCOc1ccc(CCNC(=O)C2CCC(=O)N2CCc2ccccc2)cc1OCC (stereo unspecified)	3	0	0	-14	4	-2	11	-13	15	-3	-1
C=CCN1N=C(c2ccc(NC(=O)c3ccccc3)cc2)CSC1=O	-4	-9	-2	4	-23	7	-5	0	-12	3	-23
CN(C)S(=O)(=O)c1ccc(C(=O)N2CCCC2c2nc3ccccc3s2)cc1 (stereo unspecified)	-1	23	-1	-6	-4	25	14	1	-16	1	-74
COc1ccc(OC)c(CN2C(=O)CCC2(C)c2nnnn2Cc2ccccc2)c1 (stereo unspecified)	-9	0	·	0	14	0	-15	4	·	·	·
COc1ccc(C2=NS(=O)(=O)N(C)C(C(=O)N3CCCCC3)=C2)cc1	-1	8	1	-17	7	2	-13	-19	9	-2	1
CC(=O)c1ccc(Cc2ccc(C(C)=O)s2)s1	-11	-34	-22	-2	-45	-11	-31	0	-28	-8	-28
O=C(NC(=S)Nc1nc(-c2ccccc2)cs1)c1cccs1	3	-7	-6	-6	-6	-2	16	3	13	2	-9
Cc1ccccc1Oc1cccc(C(=O)/C(C#N)=C/N(C)C)c1	-8	6	-6	-12	-7	-10	-7	-2	-22	-3	-6
O=C(Nc1cccc(F)c1)N1C2CCC1CC(O)(c1cccnc1)C2 (stereo unspecified)	-7	-24	-2	-1	-4	10	-16	-20	17	9	-25
O=C(CSc1nnc(-c2ccc(O)cc2)n1Cc1ccccc1)NNC(=O)c1ccc(Br)cc1	3	11	-8	6	0	-3	-17	27	14	7	6
COc1cccc(-c2cccc(-c3nc(C(=O)NCc4ccc(Oc5ccccc5)cc4)cc4c3[C@H](CCO)N(S(=O)C(C)(C)C)C4)c2)c1 (stereo partly specified)	3	·	·	-8	2	-7	4	·	-1	·	-14
CC(C)[C@H](NC(=O)[C@@H]1CSC2c3ccccc3C(=O)N21)C(=O)NCc1ccncc1 (stereo partly specified)	-5	-9	-4	-3	-11	-1	6	5	9	6	-34
O=C(Nc1ccc(NC(=O)c2ccccc2F)cn1)c1ccco1	-9	-4	23	54*	23	53*	-148	-40	-100	-6	-72

Compound profiles, from the list above. Order of values: NOD2 RIPK2 PPI | SRC2 inh | EBV LMP1 NFkB | C8 TRAIL sens | TROY signal inh | TWEAK-Fn14 inh | NR5A2 inv ag | NR2F2 inh | NCOA3 inh | TLR9-MyD88 inh | NCOA1 inh
Entry for CCOc1ccc(CCNC(=O)C2CCC(=O)N2CCc2ccccc2)cc1OCC (stereo unspecified) → 3 | 0 | 0 | -14 | 4 | -2 | 11 | -13 | 15 | -3 | -1
Entry for Cc1ccccc1OCc1nc(-c2ccccc2)no1 → -3 | -30 | -43 | 2 | -66 | -47 | -57 | -21 | -73 | -6 | -85

Later entries
SMILES	NOD2 RIPK2 PPI	SRC2 inh	EBV LMP1 NFkB	C8 TRAIL sens	TROY signal inh	TWEAK-Fn14 inh	NR5A2 inv ag	NR2F2 inh	NCOA3 inh	TLR9-MyD88 inh	NCOA1 inh
Cc1onc(-c2ccccc2Cl)c1C(=O)NNC(=O)C1CCN(Cc2ccccc2)CC1	-7	15	7	0	8	0	-7	6	11	4	-39
N=c1n(CC(=O)c2ccc(Br)cc2)c2ccccc2n1Cc1ccccc1	11	-23	9	40	-15	-22	-22	-1	-17	-1	-18
COc1ccc(/C=C/C(=O)N2CCN(S(=O)(=O)/C=C/c3ccccc3)CC2)cc1OC	6	-22	5	1	-1	-13	7	2	10	-8	-69
CCC1(c2ccc(F)cc2)NC(=O)N(CC(=O)Nc2cccc(S(=O)(=O)N3CCOCC3)c2)C1=O (stereo unspecified)	-1	-8	-3	-14	-1	1	12	-12	9	0	-3
CN1CCN(C(=O)c2ccc(COc3cc(Cl)ccc3Cl)o2)CC1	-10	-2	-2	-3	-1	3	12	-5	-1	-1	17
C/C(=N\NC(=O)c1cccc(N/N=C(\C)c2cc(O)ccc2O)c1)c1cc(O)ccc1O	0	-29	22	55*	-35	-24	-71	-32	-25	2	-51

Assay outcomes deposited in PubChem BioAssay by several laboratories.

Not all compounds are listed; count on the stated rates, not on these rows.
